From PubChem BioAssay
SMARCA2 activ: increases SMARCA2 function in MMTV reporter cells. MG213 cells, MMTV-luciferase reporter, dexamethasone, overnight. activation, % at 9.1 µM. actives 1% (n = 370,000). AID 652017; in the data active means activation above about 7.8%;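 further: 0% = vehicle wells and 100% = reference activator wells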
GAA850 FXN act: increases GAA850 frataxin promoter reporter activity | HEK293 lucGAA850 FXN promoter luciferase reporter, 24 h; percent of 10 µM SAHA response | activation, % at 6 µM | actives 0.56% (n = 360,000) | AID 540364;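 active means activation above the average of all compounds screened plus 3 SD, cutoff fixed separately per campaign, cut at about 7.5% in these data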;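 further: 0% = DMSO wells and 100% = 10 µM SAHA wells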
DAX1 inh-1: DAX1 (NR0B1) inhibition, primary screen. HEK293T StAR-luciferase reporter, SF-1/DAX-1 repression relief. inhibition, % at 6.8 µM. actives 1.1% (n = 370,000). AID 652010;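 active means inhibition above the mean over all tested compounds plus 3 SD, cut at about 3.6% in these data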;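 further: 0% = DAX-1 cells with DMSO and 100% = cells lacking DAX-1 with DMSO; higher inhibition means more luminescence from relief of DAX-1 repression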
hcDAF-12 act: H. contortus DAF-12 activation, primary screen; HEK293 hcDAF-12 lit1-tk-luc reporter, luminescence; 0% DMSO, 100% Δ7-dafachronic acid; activation, % at 6.8 µM; actives 1.4% (n = 370,000); AID 652067;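 active means activation above the mean of all tested compounds plus 3 SD, cut at about 5.5% in these data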;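 further: 100% = response to 3 µM Δ7-dafachronic acid high control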
DAX1 inh-2: inhibitors of human orphan nuclear receptor DAX1 (NR0B1). P51843. HEK293 Gal4-DAX1 luciferase reporter, luminescence. inhibition, % at 6.75 µM. actives 0.99% (n = 340,000). AID 504766;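 active means inhibition above the mean over all tested compounds plus 3 SD, cut at about 4.2% in these data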;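 further: 0% = DAX1-transfected cells with DMSO and 100% = empty-vector control cells with DMSO; inhibition shows as a rise in luminescence from relieved DAX1 repression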
Target sequence (P51843 207-470 limits assumed): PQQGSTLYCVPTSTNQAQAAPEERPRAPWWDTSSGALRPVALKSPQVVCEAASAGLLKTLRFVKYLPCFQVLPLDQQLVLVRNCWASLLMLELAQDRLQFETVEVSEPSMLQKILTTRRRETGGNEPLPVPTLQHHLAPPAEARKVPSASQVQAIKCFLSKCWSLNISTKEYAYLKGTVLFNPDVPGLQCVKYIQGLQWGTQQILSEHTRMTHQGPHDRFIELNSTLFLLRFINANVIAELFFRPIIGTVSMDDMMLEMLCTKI
KLK7 zymogen act: activators of human kallikrein-7 zymogen | activation, % at 7 µM | purified proKLK7, EDANS-DABCYL substrate fluorescence; 100% is mature enzyme control, 0% vehicle | actives 0.9% (n = 370,000) | P49862 | AID 652039;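 active means activation above the mean of all tested compounds plus 3 SD, computed per campaign excluding outliers beyond control limits, cut at about 13% in these data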
Target sequence (P49862 whole entry, looked up): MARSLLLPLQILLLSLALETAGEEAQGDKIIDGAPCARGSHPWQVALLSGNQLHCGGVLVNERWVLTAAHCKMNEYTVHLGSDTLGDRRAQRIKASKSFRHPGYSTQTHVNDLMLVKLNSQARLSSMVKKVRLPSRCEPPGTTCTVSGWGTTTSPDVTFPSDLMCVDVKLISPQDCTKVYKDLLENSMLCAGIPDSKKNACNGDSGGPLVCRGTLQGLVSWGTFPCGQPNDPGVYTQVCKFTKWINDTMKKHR
sPLA2-III inh: Inhibits HGIII-sPLA2 liposome hydrolysis, primary screen. Q9NZ20. QFRET BODIPY PC-A2 liposome hydrolysis, fluorescence. inhibition, % at 12.2 µM. actives 0.56% (n = 370,000). AID 743126;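 active means inhibition above mean plus 3 SD of compounds lying within the high and low control bounds, cut at about 19% in these data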;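 further: 0% = median of test compound wells and 100% = no enzyme DMSO wells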
Target sequence (Q9NZ20 whole entry, looked up): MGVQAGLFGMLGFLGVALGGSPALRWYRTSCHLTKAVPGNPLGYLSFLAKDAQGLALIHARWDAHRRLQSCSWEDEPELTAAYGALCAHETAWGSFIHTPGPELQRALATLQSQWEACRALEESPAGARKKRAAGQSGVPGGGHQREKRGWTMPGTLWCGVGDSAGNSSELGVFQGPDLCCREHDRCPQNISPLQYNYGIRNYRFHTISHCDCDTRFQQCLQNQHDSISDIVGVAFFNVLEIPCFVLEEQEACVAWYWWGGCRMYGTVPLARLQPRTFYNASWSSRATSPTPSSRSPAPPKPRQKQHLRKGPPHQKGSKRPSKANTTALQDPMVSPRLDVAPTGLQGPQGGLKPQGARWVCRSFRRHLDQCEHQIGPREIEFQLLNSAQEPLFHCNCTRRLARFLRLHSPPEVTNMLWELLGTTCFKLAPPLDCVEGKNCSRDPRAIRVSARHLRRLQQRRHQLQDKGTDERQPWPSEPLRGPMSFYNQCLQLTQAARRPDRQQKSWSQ
hgDAF12 agonist: activates the H. glycines DAF-12 receptor ligand-binding domain; activation, % at 6.8 µM; actives 1.8% (n = 370,000); HEK293 GAL4-hgDAF12 UAS-luciferase reporter, agonist luminescence; normalized to butyrate control;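 active means activation above a cutoff set at the mean of all screened compounds plus 3 SD, cut at about 10% in these data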;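 further: 0% = DMSO wells and 100% = sodium butyrate wells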
GC-A act: GC-A (human) enzyme activation; activation, % at 10 µM; actives 0.14% (n = 370,000); P16066; AID 1671463; HEK293 GC-A cells, cGMP TR-FRET, EC30 ANP; 0% at EC30 ANP, 100% saturating ANP; in the data active means activation above about 40%
ssDAF12 agonist: activators of S. stercoralis DAF-12 nuclear receptor; activation, % at 6.8 µM; AID 652126; HEK293 ssDAF-12/GRIP1 lit1-tk-luc reporter, luminescence; % of 3 µM dafachronic acid response; actives 1% (n = 370,000);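 active means activation above the mean over all tested compounds plus 3 SD, cut at about 0.9% in these data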;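 further: 0% = DMSO-only wells and 100% = 3 µM delta7-dafachronic acid wells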
GC-B act: GC-B (human) receptor activation. HEK293-GC-B cells, CNP EC30, cGMP TR-FRET; 0% at EC30 CNP, 100% saturating CNP. activation, % at 10 µM. actives 0.11% (n = 370,000). AID 1920062;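 active means activation at 10 µM reaching about 35% in either raw or pattern-adjusted values, limit read from the data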
Starred values were filed as active, the others as inactive; . = not tested or not shown.

SMILES	SMARCA2 activ	GAA850 FXN act	DAX1 inh-1	hcDAF-12 act	DAX1 inh-2	KLK7 zymogen act	sPLA2-III inh	hgDAF12 agonist	GC-A act	ssDAF12 agonist	GC-B act
O=C(O)CCCc1c(-[n+]2ccccc2)[nH]c2ccccc12	0	1.5	0.4	2.0	-0.3	0.4	8	-3.2	-2	-0.5	1
O=C(CSc1nncs1)NC(=O)NCc1ccccc1	1	-0.4	0.9	-1.3	-0.5	-0.3	-14	2.6	0	-1.7	0
CC1(C)Cc2ccccc2C2CC(O)C(=O)N21 (stereo unspecified)	0	-1.7	-0.3	-1.5	-0.3	0.7	1	-0.1	-1	-1.3	0
CCN(C(=O)CSc1ccc2ccccc2n1)C1CCS(=O)(=O)C1 (stereo unspecified)	-3	0.8	0.5	0.4	-0.6	-0.5	-1	-1.4	-3	-1.2	6
Cn1cnnc1Sc1ccc(C(=O)NCCC23CC4CC(CC(C4)C2)C3)cc1[N+](=O)[O-]	0	2.8	0.9	-3.6	-0.6	0.8	-2	-0.9	1	-0.6	2
CCC(=O)N1CCCC1(C)C(=O)Nc1ccc(OC(F)F)cc1 (stereo unspecified)	-1	-0.2	-0.4	-1.2	.	-0.1	19	-0.6	0	-1.8	3
CC(=O)Nc1ccc(/C=C/c2ccc3cccc([N+](=O)[O-])c3n2)cc1	3	2.9	-2.1	-1.7	-2.6	-1.5	-17	1.7	0	-1.4	-4
Fc1ccccc1N1CCN(Cc2cc(-c3ccccc3)on2)CC1	-3	2.6	0.5	0.8	0.1	-0.3	-7	-1.5	-2	-1.3	6
c1ccc(-c2nc(NCC3CCCO3)c3oc4ccccc4c3n2)cc1 (stereo unspecified)	-5	2.3	-1.4	-0.3	-0.7	0.1	-1	0.8	2	-1.6	-2
CCOC(=O)C1=C(O)CSC1=Nc1cccc2ccccc12	-1	2.6	0.1	-0.5	-1.5	0.0	-18	-1.8	-4	-0.8	-4
CCOc1ccccc1/C=N/n1c(COc2ccccc2)n[nH]c1=S	2	0.4	0.1	-2.1	-0.3	0.1	23*	-3.1	-9	-1.2	-5
O=C(CO/N=C/c1ccc(Cl)cc1Cl)NNC(=O)c1cccc(Cl)c1	-3	1.7	0.1	-1.5	0.1	-0.5	-12	1.1	4	-1.8	4
O=C(CSc1nc2ccccc2c(=O)n1CCCO)NCc1ccccc1	-3	1.7	0.6	-1.4	-1.0	0.4	11	-1.3	-3	-2.2	1
CC1Oc2ccccc2C=C1/C=N/NC(=O)c1ccccc1O (stereo unspecified)	4	2.4	0.9	-1.2	0.1	-1.8	-21	8.2	-3	-0.2	-3
Cc1cccc(CSc2[nH]c(=O)ncc2C)c1	3	2.0	-1.4	-0.4	1.0	0.5	-13	-1.9	-2	-1.5	-10
CCOc1ccc(C2C(C(=O)c3ccco3)=C(O)C(=O)N2Cc2cccnc2)cc1OC (stereo unspecified)	2	-0.1	-0.4	0.6	1.0	0.3	3	-1.0	3	-1.3	7
CCOC(=O)[C@]12CCCCC/C=C\1N(CCc1ccc(Cl)cc1)C(=O)[C@H]2CC(=O)N1CCSCC1	-3	.	-1.8	-2.4	.	0.1	0	0.7	-8	-1.7	1
CC(C)C(=O)N1CCC2(CC1)Oc1ccc(F)cc1C(=O)C21CC(c2ccc(Cl)cc2)=NO1 (stereo unspecified)	0	-2.5	-0.4	2.1	-0.2	0.6	-13	-0.9	-2	-1.4	2
Cc1ccc(Nc2nc3ccccc3c(=O)[nH]2)cc1C	2	1.2	0.9	-2.6	3.6	0.3	-6	5.8	0	-1.5	1
Cc1ccc(S(=O)(=O)Nc2ccc(NC(=O)c3ccc(F)cc3)cc2)cc1	1	-3.3	-0.8	-0.8	-0.9	-0.5	-27	0.8	-19	-1.4	-2
CC(C)Cn1c2c(c(O)c(C(=O)Nn3c(Cc4ccccc4)nc4ccccc4c3=O)c1=O)CCCC2	0	-0.4	0.3	-0.6	1.0	-0.1	-1	1.8	-2	-0.5	2
CCc1ccc(-c2cc(C)no2)cc1S(=O)(=O)N1CCN(c2ccc(OC)cc2)CC1	-5	-0.9	-4.6	-1.8	-0.1	-0.7	-7	-2.6	-4	-1.9	-6
CC1=C/C(=N\N=C2\NC(=O)C(CC(=O)Nc3ccccc3)S2)CC(C)(C)C1 (stereo unspecified)	3	0.1	-0.4	0.1	0.1	-0.1	-31	0.7	5	-0.8	-5
O=S(=O)(c1ccc(CN2CCOCCOCCN(Cc3ccc(S(=O)(=O)C(F)(F)F)cc3)CCOCC2)cc1)C(F)(F)F	.	.	.	-3.8	.	.	-5	-4.4	-1	-2.1	-4
CCCC[C@H]1C2CC(OC(=O)Nc3ccc(C)cc3)C(C2)[C@H]2CCCCN21 (stereo partly specified)	-3	.	0.4	-0.3	.	0.2	10	-0.7	1	-1.5	3

Four consecutive entries out of the list so far:
SMILES	SMARCA2 activ	GAA850 FXN act	DAX1 inh-1	hcDAF-12 act	DAX1 inh-2	KLK7 zymogen act	sPLA2-III inh	hgDAF12 agonist	GC-A act	ssDAF12 agonist	GC-B act
O=C(O)CCCc1c(-[n+]2ccccc2)[nH]c2ccccc12	0	1.5	0.4	2.0	-0.3	0.4	8	-3.2	-2	-0.5	1
O=C(CSc1nncs1)NC(=O)NCc1ccccc1	1	-0.4	0.9	-1.3	-0.5	-0.3	-14	2.6	0	-1.7	0
CC1(C)Cc2ccccc2C2CC(O)C(=O)N21 (stereo unspecified)	0	-1.7	-0.3	-1.5	-0.3	0.7	1	-0.1	-1	-1.3	0
CCN(C(=O)CSc1ccc2ccccc2n1)C1CCS(=O)(=O)C1 (stereo unspecified)	-3	0.8	0.5	0.4	-0.6	-0.5	-1	-1.4	-3	-1.2	6

sPLA2-III inh: entries above that show a hit.
structure	SMARCA2 activ	DAX1 inh-1	hcDAF-12 act	DAX1 inh-2	KLK7 zymogen act	sPLA2-III inh	GC-A act	ssDAF12 agonist	GC-B act
CCOc1ccccc1/C=N/n1c(COc2ccccc2)n[nH]c1=S	2	0.1	-2.1	-0.3	0.1	23*	-9	-1.2	-5

The list goes on:
SMILES	SMARCA2 activ	GAA850 FXN act	DAX1 inh-1	hcDAF-12 act	DAX1 inh-2	KLK7 zymogen act	sPLA2-III inh	hgDAF12 agonist	GC-A act	ssDAF12 agonist	GC-B act
CCc1ccccc1NC(=O)Nc1ccc(F)cc1F	1	-0.9	-0.6	-2.4	0.0	-0.7	2	-0.4	4	-2.1	0
Cc1cc(N2C(=O)C(O)=C(C(=O)c3ccco3)C2c2cccc(Oc3ccccc3)c2)no1 (stereo unspecified)	0	1.3	0.3	-0.5	2.5	0.0	-8	5.3	1	-1.1	-5
C=CCn1c(SCn2nnc3ccccc3c2=O)nnc1-c1ccc(F)cc1	-2	1.8	0.4	-0.2	0.6	-0.5	5	-1.4	2	-0.8	1
OCCN1CCN(CC(O)COc2ccc(Cl)cc2)CC1 (stereo unspecified)	-1	3.6	0.9	-0.7	-0.3	0.0	4	-2.1	10	-1.0	-5
OCC1(Cc2ccccc2)CCCN(Cc2ccc(-c3ccco3)cc2)C1 (stereo unspecified)	0	3.8	1.7	-1.3	-1.8	-1.2	-15	2.4	-3	-1.2	1
Cc1ccc(NC(=O)Cn2cc([N+](=O)[O-])nc2C)cc1C	-2	-2.3	-0.1	1.6	1.0	0.0	5	-0.5	-3	-0.7	-2
O=C(CCCn1nnnc1CN1CCOCC1)N1CCC(c2ccc(F)cc2)C1 (stereo unspecified)	-1	-1.3	0.6	-1.6	-0.1	-0.1	2	0.6	0	-0.7	-1
CCC(c1nnnn1C(C)(C)CC)N(CCCO)Cc1cc2cccc(C)c2[nH]c1=O (stereo unspecified)	0	-0.2	-0.3	2.0	0.5	1.9	-3	-0.8	2	0.4	0
Cc1cc(=O)[nH]c(SCC(=O)Nc2ccnc3ccccc23)n1	0	0.7	0.2	-0.6	0.8	0.1	1	-3.8	1	-1.5	-1
Cc1ccc(NC(=O)C2CC(=O)N(Cc3ccccc3)C2)cc1S(=O)(=O)N1CCCCCC1 (stereo unspecified)	-5	0.2	-2.1	-6.2	-2.4	0.5	-46	-5.0	-1	-2.4	8
CCOc1ccc(Nc2ccc3nonc3c2[N+](=O)[O-])cc1	-3	1.8	-0.2	-0.9	-0.1	0.2	5	-0.2	-1	-1.4	-3
Cc1ccc(S(=O)(=O)NCC(NCc2ccc(F)cc2)c2ccccc2)cc1 (stereo unspecified)	-2	1.9	-0.9	-1.5	-0.6	0.0	-9	0.8	-16	-1.1	-7
CN1CC(=O)N(CC(=O)Nc2cc(Cl)cc(Cl)c2)C1=O	-2	0.5	-0.7	1.8	1.7	-0.1	-2	-0.2	.	-1.3	.
Cn1c2ccccc2c(=O)c2c(O)cccc21	5	1.5	1.1	0.0	0.5	-0.2	10	-1.5	0	-1.0	0
O=C(Nc1ccc(F)cc1)OCc1cn(Cc2ccccc2F)nn1	-2	.	-0.7	-0.8	.	-0.2	-2	2.6	0	-1.3	8
COc1ccc2c(c1OC)CCC2=O	0	-1.9	0.1	-0.7	1.1	0.2	5	3.5	1	-0.8	3
COc1ccc(OCCCC(=O)ON=C(N)c2ccccc2C)cc1	0	0.1	1.1	0.0	-0.4	0.0	-1	0.6	0	-1.3	6
CCCCN(C)c1c(C)nc2ccc(C(=O)NCc3ccc4c(c3)OCO4)cn12	-3	-0.2	0.4	-2.0	.	-0.1	-5	-0.3	-2	-1.4	1
CCN1CCC(NC(=O)Nc2cccc(C(F)(F)F)c2)CC1	1	0.5	0.2	0.2	0.0	-0.6	1	3.5	-1	-1.3	5
COCCNC(=O)CCc1c(C)nc2c(c(C)nn2-c2ccc(C)c(C)c2)c1C	-2	-0.8	-0.3	-1.1	-0.8	-6.0	9	-2.8	3	-1.3	-4
CCCn1c(N)c(C(=O)CSc2nc(C)cs2)c(=O)[nH]c1=O	-1	-0.3	0.6	-1.5	1.0	0.3	2	0.6	-1	-1.5	-1
COc1c(F)c(F)c(C(=O)O)c(Nc2ccccc2)c1F	2	-1.6	-0.1	-1.2	-0.5	0.2	-7	0.7	2	-1.4	3
COc1ccc(NC(=O)Nc2nnc(-c3ccccc3F)s2)cc1	-5	-0.8	1.0	-1.5	1.1	0.1	11	-2.8	1	-1.4	-5
O=C(CS(=O)(=O)Cc1ccccc1)Nc1cccnc1	-2	0.5	-0.8	-1.3	0.5	-0.3	-1	-0.9	-2	-1.3	0
O=c1[nH][nH]cc1C=Nc1ccccc1O	-2	-0.1	-0.8	-0.9	-1.7	-0.5	2	-2.1	-4	-0.9	2
CCOc1ccccc1Nc1ncnc2ccccc12	1	-4.7	-0.3	-0.9	-0.8	0.4	5	0.7	3	-1.4	1
CCC1Cc2[nH]c(=S)[nH]c(=O)c2C(c2ccc(Cl)cc2)O1 (stereo unspecified)	-2	.	-0.4	-0.2	.	0.8	21*	-3.4	-4	-1.0	-2
CC(C)(C)C(=O)OC/C(N)=N/OC(=O)c1ccc(Cl)c(Cl)c1	-3	0.0	0.3	-1.6	-0.6	0.9	5	1.0	3	-1.1	5
COc1ccc(NC(C)=O)cc1S(=O)(=O)Nc1ccc2c(c1)OCCO2	-5	-5.2	-1.5	-3.2	0.2	-0.2	1	-5.7	-3	-1.5	-7
